Screening data from PubChem BioAssay.
TDP2 absorb = TDP2 (human) inhibition, absorbance primary screen. 370,000 tested, 0.34% active. O95551. recombinant TDP2, T5PNP hydrolysis, p-nitrophenol absorbance 415 nm. inhibition, % at 12.8 µM;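 active = inhibition above the mean of all tested compounds plus 3 SD, set per campaign, cut at about 25% in these data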;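 also: 0% = DMSO with enzyme and 100% = buffer with substrate but no TDP2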
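Read-out basis: percent inhibition. System: recombinant human TDP2. Buffer or medium: Mg2+-containing Tris-HCl buffer, pH 7.5. Repeats: single replicate. Timing: reaction 2 h, 37 °C. Benchmarks: high control without enzyme, low control DMSO plus TDP2. Probe or stimulus: 5 mM T5PNP. Doses: 12.8 µM only. Measured by: epi absorbance of p-nitrophenol freed from T5PNP by hydrolysis.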
rCAG RNA binder = binds r(CAG) RNA repeats | r(CAG) RNA repeat, TO-PRO-1 dye displacement fluorescence | inhibition, % at 3 µM | AID 651821 | 370,000 tested, 1.3% active;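 active = inhibition above the plate cutoff, the mean of all test compounds on that plate plus 3 SD, cut at about 35% in these data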;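 also: 0% = DMSO alone and 100% = 100 µM mitoxantrone as full dye displacement; higher means more dye released from RNA so lower well fluorescence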
SIAE inh = human SIAE inhibition, primary screen | Q9HAT2 | SIAE FP-Rh probe binding, fluorescence polarization | inhibition, % at 9.66 µM | 370,000 tested, 0.69% active | AID 1053197;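 active = inhibition above a cutoff: mean of compounds within the control limits plus 3 SD of those, cut at about 17% in these data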;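 also: 0% = plate median of compound wells and 100% = probe without SIAE protein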
Target sequence (Q9HAT2 whole entry, looked up): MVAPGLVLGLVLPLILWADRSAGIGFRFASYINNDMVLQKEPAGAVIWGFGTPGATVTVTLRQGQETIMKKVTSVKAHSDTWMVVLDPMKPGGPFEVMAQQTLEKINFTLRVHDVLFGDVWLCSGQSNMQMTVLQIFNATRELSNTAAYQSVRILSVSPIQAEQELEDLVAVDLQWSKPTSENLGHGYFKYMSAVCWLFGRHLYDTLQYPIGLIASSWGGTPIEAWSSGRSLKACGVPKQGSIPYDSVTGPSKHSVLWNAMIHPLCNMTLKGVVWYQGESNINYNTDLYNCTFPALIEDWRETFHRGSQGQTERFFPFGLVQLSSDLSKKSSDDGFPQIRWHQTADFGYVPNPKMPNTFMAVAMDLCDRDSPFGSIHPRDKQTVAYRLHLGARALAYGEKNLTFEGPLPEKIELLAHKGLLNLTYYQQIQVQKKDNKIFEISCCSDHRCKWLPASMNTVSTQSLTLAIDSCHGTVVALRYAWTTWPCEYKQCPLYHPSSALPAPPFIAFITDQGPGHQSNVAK
TCR-CD3 inh = human TCR-CD3 binding inhibition | inhibition, % at 9.4 µM | TAMRA-labeled TCR probe fluorescence, biochemical | AID 651800 | 360,000 tested, 0.37% active; in the data active = inhibition above about 19%;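 also: recombinant mutant TCR 2C K166C tagged with TAMRA read by polarization; 0% = receptor in buffer alone and 100% = receptor with positive control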
LEDGF integ inh = blocks HIV-1 LEDGF/p75-dependent DNA integration. TR-FRET IN-LEDGF/p75 DNA integration, Eu/Cy5. inhibition, % at 3.7 µM. 370,000 tested, 0.64% active;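 active = inhibition above the screen-wide mean plus 3 SD, cut at about 13% in these data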;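 also: signal is the Cy5 over europium emission ratio at 671 and 618 nm; 0% = plate median of compound wells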
Rev-erbA mod = modulators of human Rev-erb alpha DNA binding. activity, % at 10 µM. Rev-erbα–FITC-DNA binding, fluorescence polarization, 90 min. 370,000 tested, 0.79% active;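 active = activity above about 14%, limit read from the data; passing the limit was not always enough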;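 also: 0% = DMSO wells with 35 nM protein and 100% = DMSO wells with 750 nM protein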
HTRA1 inh = inhibitors of human serine peptidase HTRA1. Q92743. recombinant HTRA1, FP-rhodamine activity-based probe, fluorescence polarization. inhibition, % at 5.96 µM. 340,000 tested, 0.5% active. AID 504803; in the data active = inhibition above about 36%;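 also: 0% = enzyme with DMSO and 100% = wells lacking enzyme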
Target sequence (Q92743 whole entry, looked up): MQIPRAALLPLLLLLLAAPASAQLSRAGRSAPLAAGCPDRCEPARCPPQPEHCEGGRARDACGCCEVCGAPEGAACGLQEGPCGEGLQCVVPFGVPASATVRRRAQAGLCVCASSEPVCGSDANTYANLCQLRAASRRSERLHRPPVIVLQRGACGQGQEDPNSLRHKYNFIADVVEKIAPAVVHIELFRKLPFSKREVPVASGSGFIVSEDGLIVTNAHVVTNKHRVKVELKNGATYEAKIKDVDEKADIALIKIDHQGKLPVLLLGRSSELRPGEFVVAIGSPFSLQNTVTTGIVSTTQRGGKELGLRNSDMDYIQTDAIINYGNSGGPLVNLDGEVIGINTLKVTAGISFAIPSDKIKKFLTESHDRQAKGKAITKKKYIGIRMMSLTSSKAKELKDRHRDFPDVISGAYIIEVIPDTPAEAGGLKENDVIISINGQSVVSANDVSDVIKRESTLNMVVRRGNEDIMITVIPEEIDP
PRMT1 inh = PRMT1 (human) inhibition, primary screen. AID 652257. inhibition, % at 2.79 µM. 370,000 tested, 1.3% active. recombinant PRMT1, activity-based probe fluorescence polarization. Q99873;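 active = inhibition above about 21% made by adding two undisclosed values, limit read from the data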
PG9 binder = small molecules binding HIV-1 gp120 antibody PG9; AID 624416; TR-FRET gp120-PG9 antibody binding; 360,000 tested, 0.43% active; inhibition, % at 6.7 µM; in the data active = inhibition above about 8.5%
mABHD4 FP = ABHD4 (mouse) inhibition, primary FP screen. Q8VD66. purified mABHD4, FP-Rh probe fluorescence polarization. inhibition, % at 8.92 µM. 370,000 tested, 0.54% active;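 active = inhibition exceeding the mean over every tested compound plus 3 SD, cut at about 30% in these data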;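 also: 0% = plate median of compound wells and 100% = S159A mutant with DMSO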
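Assay system: Wild-type mouse ABHD4 protein | Medium: HEPES pH 7.0 buffer, 150 mM NaCl, 0.01% Pluronic F-127 | Incubation: Enzyme–compound pre-incubation 45 min, then probe 60 min, both 25 °C | Technique: Fluorescence polarization with parallel and perpendicular emission, 525/598 nm | Evaluation: % inhibition of FP-Rh probe binding versus controls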
Numbers without * were called inactive; . = not tested or not shown; & = joins results of further samples.

SMILES	TDP2 absorb	rCAG RNA binder	SIAE inh	TCR-CD3 inh	LEDGF integ inh	Rev-erbA mod	HTRA1 inh	PRMT1 inh	PG9 binder	mABHD4 FP
Nc1ccccc1-c1nnc(SCC(=O)Nc2ccccc2OC(F)F)[nH]c1=O	-9	7	-3	1	1	-13	3	5	-2.8	0
CC(=O)NC1(C(F)(F)F)NC(=O)N(CC(C)C)C1=O (stereo not given)	-4	-1	-2	1	-1	0	-3	1	0.8	0
Cc1cc(SCC(=O)NCC(c2cccs2)N2CCOCC2)c(C)cc1Br (stereo not given)	-11	-6	-8	-2	6	8	-14	-7	1.4	-15
Cc1ccc(S(=O)(=O)NCCC(=O)NCc2ccccn2)cc1	-8	0	-3	6	2	5	0	0	-2.9	4
CCC(=O)c1ccc(OCC(=O)OCC(=O)Nc2cccc(S(=O)(=O)N3CCOCC3)c2)cc1	-3	0	-10	1	3	-3	2	8	-2.4	-2
O=C(NNC(=O)c1sccc1-n1cccc1)c1ccccc1	-3	-2	1	4	1	2	-6	-3	-0.3	6
Cc1cccc(NC(=S)N(CCCN2CCOCC2)Cc2ccccn2)c1	6	-5	1	1	2	-1	0	-2	-1.4	4
CCc1c(C)sc(NC(=O)c2cc(-c3ccc(O)cc3)on2)c1C#N	-4	5	-6	-3	2	2	-8	7	0.2	4
Cn1c(CC(=O)Nc2ccccc2F)nnc1SCC(=O)NC1CCCCC1	0	0	6	-3	0	3	-4	4	0.8	1
CC1(C(=O)O)CCCN1C(=O)c1cccc(C(F)(F)F)c1 (stereo not given)	-4	2	3	8	-4	-5	.	3	0.3	-10
S=C(NCC1CCCO1)N1CCN(c2nc(-c3ccccc3)cs2)CC1 (stereo not given)	-4	-3	8	2	-4	3	-5	5	0.5	-7
Cc1ccc(NC(=O)c2ccc(CSc3nnc(-c4ccncc4)n3C)cc2)c(C)c1	-5	-5	-4	7	-1	3	0	-5	-0.5	0
COc1cccc(-c2oc3c(c2-c2ccc(Br)nc2)C(O)CCC3)c1 (stereo not given)	-2	3	-6	-5	1	2	.	2	-0.5	-2
N#Cc1nc(Cc2ccccc2)oc1N1CCCC1	8	-1	6	5	1	1	3	2	-1.7	5
CC(=O)c1ccc2c(c1)C1C=CCC1C(C(=O)O)N2 (stereo not given)	12	96*	34*	49*	90*	-25	.	71*	2.1	70*
Cc1ccc2ccccc2c1NC(=O)CNCc1ccccc1	11	2	-3	0	0	0	5	-6	-1.6	-1
CCn1cc([N+](=O)[O-])c(C(=O)Nc2ccc(Br)cn2)n1	-6	-1	-4	5	0	9	0	8	2.4	-6
CC(=O)c1ccc(NC(=O)C2CCCN(c3ncnc4c3nc3n4CCCCC3)C2)cc1 (stereo not given)	-2	-3	-6	3	1	3	-8	-3	0.8	0
CCc1nnn2c1Cn1c3ccccc3c(=O)n1[C@@H](C)C2	0	4	-3	.	-2	2	.	1	.	3
COC(=O)c1[nH]c(C)c(/C(O)=C2\C(=O)C(=O)N(CCN(C)C)C2c2ccccc2OC)c1C (stereo not given)	6	2	0	7	3	5	4	1	-0.6	10
Cc1occc1C(=O)Nc1cccc(C(F)(F)F)c1	-6	-3	-7	7	1	4	-14	0	-1.2	6
Cc1ccc(OCC(O)CN2CCOCC2)c(C)c1 (stereo not given)	-8	-4	1	1	2	-1	-1	-8	-0.6	0
COc1ccc(C2N(c3cc(Cl)ccc3OC)C(=O)C3CCCN32)cc1OC (stereo not given)	11	0	11	-6	-2	0	-3	-2	0.9	-1
Cc1cc(C)c2cc(CN(CCO)C(=O)Nc3ccc(F)cc3)c(=O)[nH]c2c1	-12	3	-8	-13	-9	6	3	-3	0.7	-9
COC(=O)COc1ccc(-n2cnnn2)cc1	7	-1	10	-4	0	3	3	-3	-0.5	6
CCN(C[C@H]1N[C@@](C)(C(=O)OC)[C@H]2C(=O)N(Cc3ccccc3)C(=O)[C@@H]12)C(=O)c1ccccc1	-2	-1	3	-2	0	-3	9	4	-2.3	2
O=C(Nc1cccnc1Cl)c1cccc(S(=O)(=O)N2CCOCC2)c1	4	-1	-5	2	1	-2	2	-1	-0.9	2
Cc1ccc(S(=O)(=O)N/N=C/c2ccc(C(=O)O)cc2)cc1	11	0	-6	-6	-1	8	6	3	-1.2	3
CC(Nc1nc(-c2ccc(F)cc2)cs1)c1nc2cc(Cl)c(Cl)cc2n1CCCO (stereo not given)	-9	3	-1	5	1	1	-15	1	0.0	-1
CN1C(=O)CSc2ccc(NC(=O)NCc3cccnc3)cc21	0	3	8	5	-3	-5	2	-1	-2.3	1
Cc1cc(=O)oc2cc(OCC(=O)N3CCN(C(=O)C4COc5ccccc5O4)CC3)c(Cl)cc12 (stereo not given)	-5	-1	-10	2	2	2	-3	-6	-0.7	-3
COc1ccc(C(=O)N2CCN(C(C)=O)CC2)cc1S(=O)(=O)NCc1ccc(Cl)cc1	6	-3	1	2	-2	-1	4	-2	1.2	-5
CCc1ccccc1NC(=O)C1CCCN(S(=O)(=O)c2c(C)noc2C)C1 (stereo not given)	15	-1	-1	0	2	-8	4	-2	2.4	2
O=C(NCc1ccco1)/C(=C/c1ccc(Cl)cc1)NC(=O)c1ccco1	-5	-3	-9	5	1	6	-4	7	-1.9	-13
COc1ccc(CNC(=O)C2CCC(=O)N2C(C)C)c(OC)c1 (stereo not given)	5	-6	-2	-8	-1	-1	11	3	-0.1	0
NC(=O)Nc1cc(Cl)ccc1Cl	1	0	1	-4	0	0	-3	-2	-0.9	3

Printed as active in TCR-CD3 inh (from the list above):
structure,TDP2 absorb,SIAE inh,TCR-CD3 inh,LEDGF integ inh,Rev-erbA mod,HTRA1 inh,PRMT1 inh,PG9 binder,mABHD4 FP
CC(=O)c1ccc2c(c1)C1C=CCC1C(C(=O)O)N2 (stereo not given),12,34*,49*,90*,-25,.,71*,2.1,70*

Grouped by structure, those above with a furan ring, fused or not
SMILES	TDP2 absorb	rCAG RNA binder	SIAE inh	TCR-CD3 inh	LEDGF integ inh	Rev-erbA mod	HTRA1 inh	PRMT1 inh	PG9 binder	mABHD4 FP
COc1cccc(-c2oc3c(c2-c2ccc(Br)nc2)C(O)CCC3)c1 (stereo not given)	-2	3	-6	-5	1	2	.	2	-0.5	-2
Cc1occc1C(=O)Nc1cccc(C(F)(F)F)c1	-6	-3	-7	7	1	4	-14	0	-1.2	6
O=C(NCc1ccco1)/C(=C/c1ccc(Cl)cc1)NC(=O)c1ccco1	-5	-3	-9	5	1	6	-4	7	-1.9	-13

Continued.
SMILES	TDP2 absorb	rCAG RNA binder	SIAE inh	TCR-CD3 inh	LEDGF integ inh	Rev-erbA mod	HTRA1 inh	PRMT1 inh	PG9 binder	mABHD4 FP
CC[C@@H](CCC(=O)N(c1ccccc1)c1ccccc1)C1CC1	0	2	-2	.	0	6	.	-3	.	-7
COc1ccc(NC(=O)CSCC(=O)NCc2cccc(C(F)(F)F)c2)cc1	3	-1	-7	0	5	2	-7	-3	-1.6	-2
CC1(C)CC(=O)C(N=Nc2cc(Cl)c(Cl)c(Cl)c2)=C(O)C1	11	1	0	3	0	2	3	-4	-3.9	12
CNC(=S)NNC(=O)Cc1ccc(OC)c(OC)c1	4	-2	-3	3	0	1	0	-2	0.0	-1
COc1cccc(NC2=CC(=O)CC(C)(C)C2)c1	-2	-5	5	5	-3	0	-4	2	-3.0	-16
Cc1cc(-c2csc(N)n2)c(C)n1-c1ccc(Cl)c(Cl)c1	4	17	-6	-12	0	-2	31	5	-1.3	14
Cc1ccc2c(c1)N(Cc1cccc(C#N)c1)C=NS2(=O)=O	4	1	0	4	-2	0	12	-3	0.8	2
Cc1nnc(SCC(=O)N/N=C/c2ccc(-c3ccc(C)c(Cl)c3)o2)s1	2	10	-2	4	-1	1	-33	3	-1.3	-8
Cc1ccc(CSCCNC(=O)c2cccc([N+](=O)[O-])c2)cc1	-8	0	-6	9	-1	3	0	-2	-1.2	8
CCOc1ccc(CCNC(=O)c2cc(C)nc3ccccc23)cc1OCC	7	-4	-6	9	0	0	-2	1	-3.3	4
COc1ccc(C(=O)NCCN2CCCC2)cc1[N+](=O)[O-]	-10	0	-4	-7	-2	2	2	2	-0.5	-7
c1ccc2[nH]c(-c3cscn3)nc2c1	8	2	1	9	0	10&0	2	-1	-1.8	-1

The final two entries of the part above are carried over, then new ones follow.
SMILES	TDP2 absorb	rCAG RNA binder	SIAE inh	TCR-CD3 inh	LEDGF integ inh	Rev-erbA mod	HTRA1 inh	PRMT1 inh	PG9 binder	mABHD4 FP
COc1ccc(C(=O)NCCN2CCCC2)cc1[N+](=O)[O-]	-10	0	-4	-7	-2	2	2	2	-0.5	-7
c1ccc2[nH]c(-c3cscn3)nc2c1	8	2	1	9	0	10&0	2	-1	-1.8	-1
Cc1cccc([C@@H]2[C@@H]3C(=O)N(Cc4ccccc4)C(=O)[C@@H]3[C@]3(C)C(=O)N(c4cccc(Cl)c4)C(=O)N23)c1	2	6	-8	5	-2	-1	-27	0	-1.5	-12
CCc1c(C)nc(SC(C(=O)O)c2ccccc2)c(C#N)c1C (stereo not given)	-1	2	-4	5	1	3	-1	-1	-2.3	1
COc1ccc(N(C(=O)c2ccco2)C(C(=O)NC2CCCC2)c2cc(OC)c(OC)c(OC)c2)cc1 (stereo not given)	-6	0	2	8	-4	-1	-1	1	-0.2	9
O=C(c1ccc(S(=O)(=O)N2CCCCCC2)cc1)N1CCN(c2ccccc2)CC1	-3	-3	-7	4	-2	1	3	0	-2.1	-3
CC(C)NC(=O)C1(C)CCN1Cc1cccc(C#N)c1 (stereo not given)	2	-2	4	5	-3	-4	.	1	-1.5	0
CCOc1ccc(OCC)c(NC(=O)CCn2c(=O)oc3ccccc32)c1	1	-5	1	5	-2	-2	-6	-1	1.7	0
CC1C(=O)N2CCCc3cc(S(=O)(=O)Nc4ccccc4F)cc1c32 (stereo not given)	-8	4	-3	2	0	8	2	-3	-3.2	0

The list is partial; rates above refer to the full screens.
